Source: PubChem (National Center for Advancing Translational Sciences (NCATS))
HT1080NT lethal: kills 2HG-producing HT-1080-NT fibrosarcoma cells; HT-1080-NT fibrosarcoma viability, CellTiter-Glo ATP luminescence, 48 h; Potency, µM (highest dose often 46.1 µM), without a hit: top-dose activity, negative = less viability, usual class: cytotoxic; 360,000 compounds, 1.6% hits;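 further: NT is the 2HG producing partner of a matched IDH1 knockdown line; potency means the concentration at half of the fitted maximal effect; 0% = DMSO-treated cells and -100% = media-only wells without cells; nearly all actives have a fitted effect of over 55% in size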
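Compounds were tested in concentration-response format on HT-1080-NT cells for 48 hours at 37 degrees C. Cell viability came from CellTiter-Glo luminescence; curves were classified by r2, response magnitude and activity.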
SW480 rerep: DNA re-replication induction in SW480 cells. 340,000 compounds, 1.8% hits. SW480 DNA re-replication, Hoechst DNA content imaging, 48 h. Potency, µM (series often up to 46.1 µM), for inactives: top-dose re-replication activation, hits mostly activators. AID 624297; further: potency means the concentration at half of the fitted maximal effect; % of control where 0% means no effect; nearly all actives have a fitted effect of over 55% in size
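DNA re-replication was detected as more nuclei of elevated Hoechst intensity after 48 hr exposure to compound (23 nL pinned per well of 250 cells).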
DRD3 antagonist: D3 dopamine receptor (human) antagonism; P35462; D3R cells, DiscoveRx beta-arrestin luminescence, antagonist mode; stronger effect = lower value; max response, negative = inhibition, %; 360,000 compounds, 2.5% hits; in the data active means max response below about -50%; inconclusive means no clear call, values can overlap the other calls; further: on the % scale 0 is the no-effect control and ±100 the full control effect; mostly tested at two doses, the higher about 12 µM
Target sequence (P35462 whole entry, looked up): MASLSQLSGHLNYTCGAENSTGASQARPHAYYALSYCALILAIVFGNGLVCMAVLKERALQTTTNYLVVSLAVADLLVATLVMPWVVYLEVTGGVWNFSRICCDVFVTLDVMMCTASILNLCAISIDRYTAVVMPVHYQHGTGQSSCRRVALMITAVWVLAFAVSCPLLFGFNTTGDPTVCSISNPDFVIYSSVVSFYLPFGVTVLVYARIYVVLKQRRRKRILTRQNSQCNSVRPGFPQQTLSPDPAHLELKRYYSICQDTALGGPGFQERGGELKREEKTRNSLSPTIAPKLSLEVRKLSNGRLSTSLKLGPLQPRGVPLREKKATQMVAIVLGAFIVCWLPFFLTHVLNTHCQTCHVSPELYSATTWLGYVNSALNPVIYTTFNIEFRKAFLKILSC
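Cells expressing the human receptor were seeded at 1500 cells/well, incubated overnight at 37 degrees C in 5% CO2, then exposed to library compounds with dopamine controls for 90 minutes at 37 degrees C before luminescent detection.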
GLP-1R agonist: GLP-1 receptor (human) agonism. P43220. HEK293 GLP-1R CRE-luciferase, luminescence, 4-6 h; cells express a hypersensitive GLP-1R form. Potency, µM (highest dose often 45.6 µM), inactives show top-dose activation, hits mostly activators. 380,000 compounds, 0.007% hits. AID 624172; further: potency means the concentration at half of the fitted maximal effect; % of control where 0% means no effect
Target sequence (P43220 whole entry, looked up): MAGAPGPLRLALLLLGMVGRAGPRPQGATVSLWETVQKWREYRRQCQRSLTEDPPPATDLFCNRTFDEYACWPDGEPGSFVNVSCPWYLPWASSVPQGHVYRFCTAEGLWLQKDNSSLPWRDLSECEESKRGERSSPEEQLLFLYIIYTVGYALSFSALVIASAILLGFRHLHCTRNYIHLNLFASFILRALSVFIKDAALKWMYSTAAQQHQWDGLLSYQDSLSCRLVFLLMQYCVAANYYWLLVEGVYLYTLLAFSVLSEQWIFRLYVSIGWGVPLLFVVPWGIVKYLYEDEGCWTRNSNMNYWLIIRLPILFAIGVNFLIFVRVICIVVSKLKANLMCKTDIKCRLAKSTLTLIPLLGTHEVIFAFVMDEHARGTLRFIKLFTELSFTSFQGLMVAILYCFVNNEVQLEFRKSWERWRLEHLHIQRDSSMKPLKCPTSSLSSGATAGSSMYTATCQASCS
KB-3-1 cytotox: kills parental KB-3-1 adenocarcinoma cells; KB-3-1 viability, CellTiter-Glo ATP luminescence, 72 h; Potency, µM (series often up to 46.1 µM), inactives show top-dose activity change, negative = cytotoxic, usual class: cytotoxic; 400,000 compounds, 1.4% hits; AID 1347075; further: potency means the concentration at half of the fitted maximal effect; on the % scale 0 is the no-effect control and ±100 the full control effect; nearly all actives have a fitted effect of over 60% in size
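KB-3-1 cells, DMEM (no phenol red) + 10% FBS; compound by pin transfer, 72 h, 37 °C. Readout: CellTiter-Glo luminescence after 10 min. Data normalized, curve-fitted.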
KB-V1 cytotox: kills drug-selected multidrug resistant KB-V1 cells. KB-V1 MDR cells viability, CellTiter-Glo, 72 h. Potency, µM (series often up to 46.1 µM), for the others: at the top dose activity change, negative = cytotoxicity, usual class: cytotoxic. 400,000 compounds, 3.4% hits; further: potency means the concentration at half of the fitted maximal effect; on the % scale 0 is the no-effect control and ±100 the full control effect; nearly all actives have a fitted effect of over 60% in size
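Cells of the MDR subline KB-V1 are plated, dosed with compound at multiple concentrations, and incubated 72 h at 37 degrees C; CellTiter-Glo is then added and luminescence read after 10 min.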
DRD3 agonist: agonists of human D3 dopamine receptor; P35462; D3R DiscoveRx beta-arrestin cells, luminescence, 90 min; max activation, %; 410,000 compounds, 0.58% hits; AID 652048; in the data active means max activation above about 30%; further: 0% is about no effect; mostly tested at two doses, the higher about 12 µM
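Cells at 1500/well, incubated overnight, then treated with pinned compounds (dopamine as control) for 90 min at 37 degrees C. DiscoveRx reagent added for 30 - 60 minutes at room temperature; luminescence read.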
IL1B secr inh: inflammasome signaling inhibition, IL-1 beta readout | 360,000 compounds, 4.7% hits | activity change, % at 57.5 µM | AID 743279 | THP-1 LPS/ATP IL-1B secretion, AlphaLISA, 16 h; stronger effect = lower value; in the data active means activity change below about -50%; inconclusive means mostly about -30% to -49%; further: on the % scale 0 is the no-effect control and ±100 the full control effect
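THP-1 cells pretreated 1 hr with compounds (up to 57.5 uM final), then stimulated with LPS (250 ng/mL final) plus ATP (1.25 mM final); secreted IL-1B measured by AlphaLISA after 16 hr, decreased signal indicating inhibition.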
HT1080 IDH1KD tx: toxicity to HT-1080 IDH1 knockdown cells (counter line) | Potency, µM (titrated, usually from 46.1 µM), inactives show at the highest dose activity, negative = toxicity, hits mostly cytotoxic | 360,000 compounds, 2% hits | HT-1080 IDH1 knockdown viability, ATP luminescence, 48 h;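 further: potency means the concentration at half of the fitted maximal effect; 0% = DMSO wells and -100% = cell-free medium wells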
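Knockdown cells (IDH1KD HT-1080) received compounds 2 h after plating at 750 cells/well and were kept 48 h at 37 °C in 5% FBS RPMI. A CellTiter-Glo luminescence read gave % activity for curve fitting.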
* hit, by the source's call; i = inactive; ? = inconclusive; nt = no result given; [ ] = remark or other dose. Unless noted, the call rests on the fitted dose curve; in most records, active means well fitted curve in the direction sought with a large enough effect; inconclusive means small, poorly fitted or top-dose-only effect, or another doubt; inactive means no such curve, though single readings can be large; an effect the other way counts as inactive or inconclusive.

SMILES | HT1080NT lethal | SW480 rerep | DRD3 antagonist | GLP-1R agonist | KB-3-1 cytotox | KB-V1 cytotox | DRD3 agonist | IL1B secr inh | HT1080 IDH1KD tx
CC1Cc2ccccc2N1C(=O)COC(=O)c1ccccc1NCCO (centres undefined) | -6.0% | ? | 13.8 | 3.9% | 2.6% | -28.3% | -10.7 | 27.1 | -7.3%
C[C@H](CCC(=O)NCC(=O)O)[C@H]1CC[C@H]2C3[C@H](O)C[C@@H]4C[C@H](O)CC[C@]4(C)[C@H]3C[C@H](O)[C@]12C (some centres undefined) | 21.9% | -76.1%[inhibitor] | -16.9 | -0.4% | 0.0% | 11.4% | 3.9 | 10.0 | 15.8%
CCc1ccc(NC(=O)Cn2nnc(C(=O)NCc3ccc(OC)cc3)c2N)cc1 | 0.1% | -17.6% | 2.1 | -2.1% | -1.2% | 10.8% | -0.3 | -6.7 | -1.6%
Clc1ccc(OCCOCCOc2cccc3cccnc23)c(Br)c1 | ? | -31.2%[inhibitor] | -7.5 | 4.0% | 0.0% | 0.0% | 7.0 | -3.2 | ?
CC1=C(C#N)C(c2ccc(O)cc2)C2=C(CCCC2=O)N1 (centres undefined) | -2.6% | -5.3% | -2.1 | 9.7% | 3.9% | 40.6% | -1.5 | -0.7 | -0.8%
Cc1ccc(-c2csc3ncnc(SCC(=O)O)c23)cc1 | 12.5% | 0.6% | -7.5 | -0.5% | 18.3% | -16.9% | -1.3 | 11.3 | 12.3%
COc1ccc(CNC(=O)CCC2N=C3c4ccccc4N=C(SCC(=O)NCC4CCCO4)N3C2=O)cc1 (centres undefined) | 2.4% | -24.8% | 7.6 | -0.8% | 0.0% | -8.0% | 0.1 | 22.2 | -0.1%
COc1ccc(C(C)=O)cc1COC(=O)CSC(C)C(=O)Nc1cc(C)on1 (centres undefined) | -0.2% | 1.3% | 8.3 | 18.9% | 8.9% | 3.0% | 1.2 | 17.4 | -4.0%
CC1=C(C)CC2C(=O)N(c3cccc4ccccc34)C(=O)C2C1 (centres undefined) | -6.3% | 19.0% | 11.1 | 4.6% | -0.1% | 9.2% | 0.7 | 8.7 | 0.1%
CCOc1ccc(Br)cc1S(=O)(=O)Nc1ccccc1N1CCOCC1 | -25.5% | 3.4% | -15.9 | 0.4% | ? | ? | -1.9 | -11.6 | -26.1%
CCCC(C)NNC(=O)c1cc2ccccc2[nH]1 (centres undefined) | -0.5%[9.24 µM] | -0.5% | 13.5 | -9.1% | 0.8% | -12.9% | -9.2 | -9.5 | -5.1%
CS(=O)(=O)N(CC(=O)Nc1c(F)cccc1F)c1cccc([N+](=O)[O-])c1 | -4.0% | -1.1% | 15.8 | -14.7% | 2.6% | 4.8% | -8.8 | 2.3 | -4.7%
O=C1NC(c2ccccc2Br)=N/C1=C\c1ccco1 | 5.8% | -7.0% | -11.0 | 21.4% | 3.4% | -0.4% | 3.4 | -25.2 | 2.9%
CC(C)(C)n1nnnc1C(c1cccc(C#N)c1)N1CCCc2ccccc21 (centres undefined) | -2.3% | 4.8% | 15.2 | -6.2% | -1.3% | -21.8% | -2.0 | 6.2 | -3.5%
COCc1cc(=O)n2c(-c3ccccc3OC)n[nH]c2n1 | 3.6% | -2.7% | 20.7 | -2.6% | 9.2% | 24.3% | 0.5 | 28.2 | 9.4%
Cc1cccc(Nc2nc(-c3ccc(O)cc3O)cs2)n1 | ? | ? | 5.0 | 20.7% | ? | ? | -6.2 | -90.0* | ?
Cc1ccc(C)c(N2C(=N)S/C(=C\c3ccc(-c4ccccc4C(=O)O)o3)C2=O)c1 | -8.5% | -18.5% | ? | 7.1% | 1.4% | 17.3% | -22.4 | 4.9 | -12.2%
CCn1c(SCC(=O)Nc2ccc3c(c2)OCCO3)nnc1-c1ccncc1 | 15.8% | -11.9% | 13.0 | 11.5% | 0.0% | 9.7% | 10.1 | -1.3 | 14.6%
CCOC(=O)C1=C(C)N(CCCCCC(=O)O)C(=O)NC1c1cccc([N+](=O)[O-])c1 (centres undefined) | 3.6% | ? | 36.3 | -0.2% | 0.0% | -13.5% | -0.7 | 32.5 | 5.5%
C=CC[C@H](CC(=O)NCCO)C(=O)N[C@@H](COC(=O)[C@@H](CC=C)Cc1ccc(F)cc1)Cc1ccccc1 | 0.0% | -1.5% | 5.3 | -0.5% | 15.4% | 4.8% | 2.9 | -7.2 | 1.2%
Cc1cc(C)c(S(=O)(=O)N(C)CC(=O)NCc2ccccn2)c(C)c1 | 8.0% | -126.4%[inhibitor] | 7.1 | 6.6% | 3.6% | -16.0% | -1.1 | 28.1 | -2.2%
CC1CC(=O)N(c2ccc(N(C)Cc3ccccc3)c([N+](=O)[O-])c2)C1=O (centres undefined) | 11.4% | 0.1% | 12.6 | 0.6% | 12.6% | 4.0% | 6.9 | -3.0 | -1.9%
Cc1ccc(OCC(O)CN2C(=O)NC(C)(C)C2=O)cc1C (centres undefined) | -1.0% | 0.3% | 25.3 | 6.4% | 21.6% | 2.6% | 2.5 | 6.4 | 0.0%
CCOc1ccc2noc3c2c1C(=O)c1ccccc1-3 | ? | -9.6% | 12.2 | -0.6% | 46.4% | ? | 0.8 | 9.1 | 2.1%
O=C(NCc1ccncc1)c1cncc(Br)c1 | 6.7% | -5.9% | -12.2 | -1.9% | -6.7% | 9.8% | -1.2 | 14.3 | 2.6%

Further structures
SMILES | HT1080NT lethal | SW480 rerep | DRD3 antagonist | GLP-1R agonist | KB-3-1 cytotox | KB-V1 cytotox | DRD3 agonist | IL1B secr inh | HT1080 IDH1KD tx
COc1ccccc1C/C(N)=N/OC(=O)c1cccc([N+](=O)[O-])c1 | 1.5% | -7.1% | 7.9 | 23.8% | 6.2% | 1.6% | -2.6 | 5.4 | 0.0%
Cc1cc(C)c(C)c(S(=O)(=O)NCc2ccc(C(=O)N3CCOCC3)cc2)c1C | 0.0% | 15.8% | 30.1 | 0.1% | nt | nt | 18.0 | 8.3 | -24.2%
CCOc1c(C)cc(S(=O)(=O)NCc2cccnc2)c(C)c1C | 3.4% | -0.7% | 14.3 | 0.3% | -18.1% | ? | -1.5 | 9.3 | -0.3%
N#CCOc1ccccc1CNC[C@H]1O[C@@H](n2cnc(C(N)=O)n2)[C@H](O)[C@@H]1O | 15.1% | 1.3% | 24.6 | -4.5% | 25.8% | ? | 1.2 | 14.2 | 16.2%
CCOC(=O)C(NC(=O)c1ccc(OC)cc1)(Nc1cc(C)on1)C(F)(F)F (centres undefined) | 6.5% | -3.4% | 12.5 | -3.5% | 6.1% | -5.4% | 1.2 | 3.4 | -0.4%
Cc1cc(C)n(-c2cc(N3CCN(S(=O)(=O)c4ccc(Br)cc4)CC3)ccc2[N+](=O)[O-])n1 | 3.2% | -5.5% | -6.3 | -2.3% | ? | ? | -2.7 | -25.4 | 1.4%
c1ccc(CSc2ncnc3c2oc2ccccc23)cc1 | 1.5% | 3.9% | 17.7 | -2.4% | -3.1% | 4.7% | 0.4 | 0.0 | -0.9%
COc1c(C(=O)Nc2ccc3[nH]c(=O)[nH]c3c2)cc2ccccc2c1Br | -10.9% | ? | 8.0 | 3.9% | -1.4% | 0.0% | 8.4 | 5.7 | -4.3%
CCCCC[C@@H](C)N1C[C@@H](COCc2ccccc2)Oc2cc(N3CCC[C@H]3CO)ccc2S1(=O)=O | ? | nt | 45.3 | 1.5% | -6.8% | 13.7% | 17.5 | 0.0 | ?
COc1ccc(-c2ccc(OC)cc2C(=O)O)cc1 | 5.7% | -1.2% | -10.2 | 0.6% | -3.2% | 7.0% | -2.5 | 9.6 | 10.7%
O=C(Nc1ccncc1)c1ccc2c(c1)C(=O)N(C1CCCCC1)C2=O | -14.4% | 0.4% | 15.4 | -3.7% | 1.1% | -7.1% | 4.7 | 30.2 | ?
Clc1ccc(C=NN2CCCCCC2)cc1Cl | 14.0% | -6.2% | -12.1 | 0.0% | 3.8% | -1.3% | -8.4 | -4.9 | 13.2%
CCOC(=O)N1CCN(S(=O)(=O)c2ccc(F)c(C(=O)Nc3cc(C)cc(C)c3)c2)CC1 | 14.8% | -3.1% | -7.0 | -0.5% | 0.3% | -0.8% | 19.0 | -21.4 | -3.4%
CCOc1cc(C=C2C(=O)c3ccccc3C2=O)ccc1OCC(=O)Nc1ccc(C)cc1 | 8.1% | -1.3% | -20.6 | 10.4% | -1.1% | 7.1% | 4.1 | 14.3 | 12.6%
COc1ccccc1OCC(=O)N1CCCC(Nc2cccc(F)c2)C1 (centres undefined) | 1.0% | -0.5% | 13.5 | 1.0% | -1.4% | ? | 0.1 | i | 2.1%
CN1CCN(c2ccccc2NC(=S)NC(=O)c2cc3ccccc3o2)CC1 | 0.4% | -2.2% | -3.1 | -5.0% | 6.8% | -0.7% | -7.2 | 13.8 | -8.3%
COc1ccc(NC(=O)C2CCN(C(=O)c3ccco3)CC2)c(OC)c1 | 4.1% | 0.3% | 5.9 | 4.0% | 10.8% | -10.5% | -11.5 | 35.6 | 1.2%

Part of the list above, reduced to GLP-1R agonist:
Structure | GLP-1R agonist
CCCCC[C@@H](C)N1C[C@@H](COCc2ccccc2)Oc2cc(N3CCC[C@H]3CO)ccc2S1(=O)=O | 1.5%
COc1ccc(-c2ccc(OC)cc2C(=O)O)cc1 | 0.6%
O=C(Nc1ccncc1)c1ccc2c(c1)C(=O)N(C1CCCCC1)C2=O | -3.7%
Clc1ccc(C=NN2CCCCCC2)cc1Cl | 0.0%

Record cards (already shown). Order of screens: HT1080NT lethal	SW480 rerep	DRD3 antagonist	GLP-1R agonist	KB-3-1 cytotox	KB-V1 cytotox	DRD3 agonist	IL1B secr inh	HT1080 IDH1KD tx
O=C(Nc1ccncc1)c1ccc2c(c1)C(=O)N(C1CCCCC1)C2=O across the screens: -14.4%	0.4%	15.4	-3.7%	1.1%	-7.1%	4.7	30.2	?
Cc1cc(C)c(C)c(S(=O)(=O)NCc2ccc(C(=O)N3CCOCC3)cc2)c1C across the screens: 0.0%	15.8%	30.1	0.1%	nt	nt	18.0	8.3	-24.2%
